Source: PubChem BioAssay (Sanford-Burnham Center for Chemical Genomics)
AID2073: inhibitors of Mint1-CaV2.2 protein interaction, biochemical, HTRF (AID 2073); hit rate 0.19% among 290,000; HTRF protein-protein interaction, Mint1-CaV2.2; higher % means a stronger effect; inhibition, % at 20 µM, or IC50 in µM where a hit was titrated; in the data active = inhibition mostly above about 51%, no sharp cut-off; note: some results filed as inactive read as strong as hits
GPR55 activation: GPR55 agonists via beta-arrestin recruitment, primary screen, imaging, U2OS cells, beta-arrestin-GFP redistribution (AID 1961); G-protein coupled receptor 55 (Homo sapiens); U2OS GPR55 beta-arrestin-GFP redistribution imaging; higher % means a stronger effect; one-dose activation, % at 10 µM; EC50 in µM for titrated hits; hit rate 0.048% among 290,000;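 active = activation above 40% with more than 50 cells counted in the well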;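 note: U2OS osteosarcoma cells stably expressing GPR55 and beta-arrestin-GFP; plate controls were DMSO negative control for no effect and LPI positive control for full effect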
GPR35 antagonists: GPR35 antagonists blocking zaprinast-driven arrestin recruitment, primary screen, imaging, U2OS, beta-arrestin-GFP, zaprinast agonist (AID 2058); G-protein coupled receptor 35 (Homo sapiens); U2OS GPR35 beta-arrestin-GFP translocation imaging, zaprinast antagonism; higher % means a stronger effect; inhibition, % at 10 µM, or IC50 in µM where a hit was titrated; hit rate 0.052% among 290,000;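 active = inhibition of at least 50% with at least 30 cells and total cytoplasm GFP at most 10,000,000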
KOR beta-arrestin-1: KOR antagonists, beta-arrestin recruitment, cell-based, luminescence, uHTS (AID 1778); Kappa-type opioid receptor (Homo sapiens); KOR beta-arrestin recruitment, luminescence, antagonist mode; higher % means a stronger effect; inhibition, % at 10 µM; hits with a dose series show IC50 in µM; hit rate 0.091% among 290,000; in the data active = inhibition above about 50%; note: strong numbers were not always called active
HIV fusion peptide: inhibitors of HIV fusion peptide binding, primary screen, biochemical, uHTS, fluorescence dequenching (AID 1986). cell-free peptide binding, fluorescence dequenching, 30 min; higher % means a stronger effect. hit rate 0.3% among 290,000. inhibition, % at 20 µM, or IC50 in µM where a hit was titrated; in the data active = inhibition mostly above about 52%, no sharp cut-off; inactive = mostly below about 76%; note: some results filed as inactive read as strong as hits
KOR beta-arrestin-2: KOR agonists, beta-arrestin recruitment, primary screen, cell-based, luminescence, uHTS (AID 1777); hit rate 0.02% among 280,000; Kappa-type opioid receptor (Homo sapiens); one-dose activation, % at 10 µM; EC50 in µM for titrated hits; KOR beta-arrestin recruitment, luminescence; higher % means a stronger effect; in the data active = activation above about 50%, passing the limit was not always enough; note: a part of the inactive calls stands beside numbers as strong as those of hits
Siah-1 displacement: Siah-1 peptide-binding antagonists, primary screen, biochemical, fluorescence polarization, rhodamine-plectin, uHTS (AID 1817). E3 ubiquitin-protein ligase SIAH1 (Homo sapiens). Siah-1 / rhodamine-plectin peptide fluorescence polarization; higher % means a stronger effect. one-dose displacement, % at 20 µM; IC50 in µM for titrated hits. hit rate 0.02% among 290,000;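 active = displacement of at least 50% at 20 µM, with a fluorescence ratio check between 0.3 and a set limit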;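 note: plate controls were Siah plus tracer with DMSO for no effect and tracer alone without Siah for full effect; strong numbers were not always called active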
NOD1 inhibition: NOD1 signaling inhibitors, primary screen, cell-based, luminescence, uHTS (AID 1578); hit rate 1% among 290,000; one-dose inhibition, % at 4 µM; EC50 in µM for titrated hits; NOD1-driven NF-kB luciferase reporter cells, luminescence; higher % means a stronger effect; in the data active = inhibition mostly above about 36%, no sharp cut-off; inactive = mostly below about 34%;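 note: HEK-293T reporter cells stimulated with the NOD1 agonist gamma-tri-DAP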
GPR55 antagonists: GPR55 antagonists blocking LPI-driven arrestin recruitment, primary screen, imaging, U2OS, beta-arrestin-GFP, LPI agonist (AID 2013); G-protein coupled receptor 55 (Homo sapiens); U2OS GPR55 beta-arrestin-GFP translocation imaging, LPI antagonism; higher % means a stronger effect; inhibition, % at 10 µM, or IC50 in µM where a hit was titrated; hit rate 0.13% among 290,000;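 active = spots per cell inhibited over 60%, with over 100 cells counted and total cytoplasm intensity under 500,000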;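 note: U2OS cells stably carrying GPR55 and arrestin-GFP stimulated by 5 µM LPI near EC80; imaged beta-arrestin-GFP aggregate spots per cell after agonist stimulation; plate controls were LPI-stimulated DMSO wells for no effect and DMSO wells without LPI for full effect; some results filed as inactive read as strong as hits; confirmed hits need IC50 under 10 µM and bright autofluorescent wells are also inconclusive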
* = called active by the depositor; x = not tested or not shown; [ ] = another dose, or the depositor's remark.

Each structure is followed by: AID2073	GPR55 activation	GPR35 antagonists	KOR beta-arrestin-1	HIV fusion peptide	KOR beta-arrestin-2	Siah-1 displacement	NOD1 inhibition	GPR55 antagonists
O=C(N/N=C/c1c[nH]c2ccc(Br)cc12)c1ccccn1
    9%	0.6%	-13%	-16%	1.6%	4.6%	-2%	-20%	0%
O=C(CCNC(=O)c1ccccc1Cl)NCCc1ccc(Cl)cc1
    26%	-0.1%	-5%	12%	-1.5%	-3.4%	1%	-11%	-3%
OCc1n[nH]c(CO)n1
    16%	0.2%	-1%	21%	-0.1%	2.6%	-1%	-8%	-12%
CCC(=O)N1CCN(CCN=CC2=C(O)CC(c3cccs3)CC2=O)CC1 (configuration not stated)
    3%	-0.1%	9%	14%	-1.8%	-1.1%	0%	-2%	-7%
Cc1cc(C)cc(NC(=O)C2CC(=O)n3ncnc3N2)c1 (configuration not stated)
    -4%	-0.1%	-2%	-29%	-0.9%	1.0%	-1%	-42%	-3%
Cc1c(NC(=O)CSCc2ccccc2)cccc1C(=O)O
    2%	0.6%	8%	-27%[20 µM]	0.1%	-0.2%	-3%	3%	3%
Cc1ccc(CN2CCN(Cc3cnc(C)[nH]3)CC2CCO)cc1 (configuration not stated)
    5%	-0.1%	4%	-16%	-1.2%	2.0%	-2%	-48%	-2%
COc1cccc(-c2coc3cc4oc(=O)c(CC(=O)O)c(C)c4cc23)c1
    15%	0.0%	-1%	1%	4.9%	-2.6%	-8%	-9%	2%
C#CCOCCOCCOCCNc1nc(N2CCN(C(=O)C(CCC(=O)O)n3cc(C(N)CC(C)C)nn3)CC2)nc(N2CCN(C(=O)C(Cc3cc4ccccc4[nH]3)n3cc(C(N)Cc4ccc(O)cc4)nn3)CC2)n1 (configuration not stated)
    -20%	-0.2%	60%	-9%	0.7%	5.1%	-4%	-12%	-9%
Cc1cccc(N2C(=O)CC(Sc3ccccc3C(=O)O)C2=O)c1 (configuration not stated)
    10%	0.3%	-2%	0%	2.7%	-2.0%	10%	-12%	0%
COc1ccc(OC)c(NC(=O)COC(=O)Cc2ccc(Br)cc2)c1
    -5%	0.6%	-7%	-15%	-2.2%	-1.5%	18%	-14%	3%
CSc1sc(C(=O)NNC(=O)c2ccc(Cl)cc2)c2c1C=CCC2
    6%	0.7%	-6%	15%	0.5%	-6.6%	4%	-1%	2%
Cc1ccc(C(=O)O/N=C(\N)Cc2cccs2)c(Cl)c1
    14%	-0.2%	-11%	11%	0.0%	0.0%	1%	-48%	29%
CCOC(=O)c1cnc2c(ccc3ccccc32)c1NCCCN(C)C
    8%	-0.1%	2%	-27%	1.8%	6.9%	8%	-42%	-7%
COc1cccc(C(=O)Nc2ccc(C(=O)c3ccncc3)cc2)c1
    8%	1.2%	-15%	-41%	-0.4%	2.3%	0%	-12%	-7%
Cc1nn(-c2ccccc2)c(N2CCCC2)c1/C=N/NC(=S)Nc1ccccc1F
    -1%	0.4%	-1%	23%	2.7%	1.2%	-2%	-48%	14%
CC(=O)Nc1cccc(NC(=O)CSc2nn3c(=O)c(C)nnc3s2)c1
    2%	-0.1%	8%	37%	-1.3%	-3.5%	5%	0%	4%
Cc1nnc(SCC(=O)N2CCCC(N3CCN(c4ccc(F)cc4)CC3)C2)o1 (configuration not stated)
    6%	-0.1%	13%	8%	1.4%	0.2%	-1%	-35%	9%
NS(=O)(=O)c1cccc(NC(=O)CSc2ccccn2)c1
    2%	-0.1%	9%	12%	4.3%	1.9%	-1%	-70%	4%
C/C(=N/NC(=O)CNC(=O)c1cccs1)c1ccco1
    -4%	0.0%	-18%	9%	1.4%	-1.9%	17%	-7%	-11%
O=C(Nc1ccc(S(=O)(=O)Nc2nccs2)cc1)c1cccc(S(=O)(=O)N2CCOCC2)c1
    7%	-0.1%	5%	2%	0.7%	2.5%	-3%	-6%	1%
COc1cc(CNC(C)(C)CO)cc(Br)c1OCc1ccc(Cl)cc1
    -4%	-0.2%	29%	-17%	-2.2%	9.2%	-1%	-29%	28%
O=C(Nc1cccc(NC(=O)c2cccc(Cl)c2)c1)c1cccnc1
    3%	0.0%	-10%	-3%	-1.3%	-2.9%	-2%	-33%	1%
CC1=CCC2C(=O)N(c3ccc4ccccc4n3)C(=O)C2C1 (configuration not stated)
    8%	0.0%	5%	4%	-3.2%	-2.9%	4%	-26%	-6%
COC(=O)CSc1cc(SCC(=O)OC)c(C#N)c(SCC(=O)OC)c1
    -5%	-0.2%	-16%	-8%	2.2%	0.5%	-1%	-14%	23%
COc1cccc(C(=O)N2CCN(C3CCCCC3)CC2)c1
    -1%	-0.1%	14%	-16%[20 µM]	2.9%	-1.0%	12%	-14%	9%
CCCOc1ccc(S(=O)(=O)Nc2ccccn2)c2ccccc12
    13%	-0.2%	-4%	-14%[20 µM]	1.3%	0.1%	2%	-15%	-24%
CC(C)NC(=O)c1ccc(S(=O)(=O)N(C)C)cc1
    8%	0.1%	-6%	-17%	1.1%	-0.9%	-2%	-14%	5%
Cc1nnsc1-c1onc(C)c1C(=O)Nc1cc(Cl)cc(Cl)c1
    -9%	-0.2%	9%	-63%	3.0%	12%	6%	6%	5%
COc1ccc(-n2nc(C(=O)N3CCC(N4CCCCC4)CC3)c3c4ccccc4n(C)c3c2=O)cc1
    8%	-0.2%	16%	-66%	-0.3%	-2.6%	1%	-36%	6%
Cn1c(=O)[nH]c(=O)c2c1nc(CN1CCN(c3ccc(F)cc3)CC1)n2CCc1ccccc1
    39%	0.1%	-2%	-2%	0.4%	-4.3%	7%	-24%	15%
OC(COCc1cccs1)CN1CCN(c2cccc(Cl)c2)CC1 (configuration not stated)
    4%	0.0%	-12%	-9%	-0.1%	-1.5%	6%	-10%	23%
Cc1cccc(C)c1NC(=O)C(NS(=O)(=O)c1cccs1)c1ccccc1 (configuration not stated)
    1%	0.1%	3%	7%	2.9%	11%	26%	-23%	3%
COC(=O)C1=NNC2C(=O)N(C3CCCCC3)C(=O)C12 (configuration not stated)
    8%	0.6%	12%	-31%[20 µM]	-0.6%	x	-1%	-24%	-19%
CC(=O)c1ccc(N2CCN(C(=O)CCCn3c(=O)[nH]c4ccccc4c3=O)CC2)cc1
    -10%	0.2%	-12%	-13%	0.2%	-4.3%	5%	-41%	0%
CC1(C)CC(c2nc(-c3ccc(Br)cc3)cs2)CCS1 (configuration not stated)
    3%	0.1%	13%	-9%	-2.3%	-1.4%	-4%	-4%	-20%
CCCCOC(=O)Nc1ccc(S(=O)(=O)Nc2ncccn2)cc1
    2%	0.2%	-17%	-15%[20 µM]	0.0%	-3.0%	0%	-10%	4%
CCOC(=O)C1(Cc2ccccc2C(F)(F)F)CCN(Cc2ccc(COC)o2)CC1
    2%	0.1%	1%	-20%	-1.0%	-3.5%	17%	-9%	4%
CCOC(=O)c1ccc(NC(=O)c2nc[nH]c2C(=O)NCCCCCNC(=O)OC(C)(C)C)cc1
    20%	0.6%	5%	4%	-1.1%	2.7%	2%	-1%	10%
COc1ccc(CN2CCC(C(N)=O)CC2)cc1OCc1ccccc1
    15%	-0.1%	4%	-18%	-1.2%	2.8%	7%	-37%	3%
CC1=CC(C)(C)[N+](C)(C)c2ccccc21
    6%	-0.1%	-5%	8%[20 µM]	-0.3%	x	0%	-27%	11%
O=C(CSc1nnc(-c2cccnc2)n1-c1ccccc1)Nc1ccccn1
    1%	-0.1%	1%	41%	-2.0%	0.0%	0%	0%	4%
O=C(c1cc(-c2ccc(F)cc2)on1)N1CCCC1
    1%	0.0%	-15%	8%	-1.2%	-3.3%	-1%	-34%	-6%
O=C(Nc1nnc(SCc2ccccc2)s1)c1cccs1
    7%	-0.3%	-5%	35%	-0.5%	-2.3%	4%	-25%	10%
COc1ccc(OCC(O)CN2CCCCC2)cc1 (configuration not stated)
    4%	-0.1%	-12%	-10%	0.0%	2.9%	-2%	6%	3%
O=[N+]([O-])c1cc([N+](=O)[O-])c(Oc2ccc(Cl)c3cccnc23)cc1NN1CCCCC1
    9%	-0.2%	8%	-3%[20 µM]	-2.1%	1.8%	-4%	45%*	0%
CCOc1ccccc1-n1c(COc2ccc(C)cc2)nnc1SCC(N)=O
    30%	-0.1%	6%	-33%	1.3%	0.1%	3%	-10%	1%
CCN(CC)C(=S)Oc1ccc(Cl)cc1Cl
    1%	0.3%	10%	16%	-1.4%	-2.0%	12%	-1%	12%
O=S(=O)(/N=C(/Nc1ccc(Cl)c(S(=O)(=O)Nc2ccccc2Cl)c1)c1ccc(F)cc1)c1ccccc1
    17%	-0.1%	-16%	-77%[20 µM]	14%	-2.1%	5%	3%	5%
COc1ccc(OC)c(NC(=O)C2CCN(c3ncccn3)CC2)c1
    27%	0.2%	-8%	-25%	-0.8%	4.0%	1%	-2%	-4%
CCCCc1c(O)nc(SCC(=O)O)[nH]c1=O
    5%	-0.1%	4%	-28%	1.0%	-3.6%	16%	-25%	8%
CCCn1cc(CN2CCC(n3nccc3NC(=O)c3ccc4c(c3)OCO4)CC2)c(C)n1
    8%	0.1%	5%	-28%	-0.9%	-1.9%	0%	26%	6%
Cc1ccsc1/C=N/NC(=O)c1ccc2nc[nH]c2c1
    -4%	-0.3%	-9%	-8%	-0.4%	1.9%	2%	-14%	6%
CCCC1=Nc2cc(C(=O)NCCN3CCOCC3)ccc2Sc2ccccc21
    -2%	-0.2%	10%	3%	-0.1%	-3.7%	-5%	-15%	2%
CCOC(=O)C(Cc1ccc(NC(=O)/C(=C/c2ccc(OC(C)=O)cc2)NC(C)=O)cc1)N1C(=O)c2ccccc2C1=O (configuration not stated)
    4%	-0.1%	-2%	-47%	-2.2%	4.0%	-3%	-4%	18%
COc1cccc(C(=O)Nc2nc(-c3ccc(S(=O)(=O)N4CCOCC4)cc3)cs2)c1
    -9%	-0.1%	-20%	-118%	0.8%	6.3%	-4%	99%	-16%

Laid out differently: results already given
SMILES,AID2073,GPR55 activation,GPR35 antagonists,KOR beta-arrestin-1,HIV fusion peptide,KOR beta-arrestin-2,Siah-1 displacement,NOD1 inhibition,GPR55 antagonists
CCN(CC)C(=S)Oc1ccc(Cl)cc1Cl,1%,0.3%,10%,16%,-1.4%,-2.0%,12%,-1%,12%
O=S(=O)(/N=C(/Nc1ccc(Cl)c(S(=O)(=O)Nc2ccccc2Cl)c1)c1ccc(F)cc1)c1ccccc1,17%,-0.1%,-16%,-77%[20 µM],14%,-2.1%,5%,3%,5%

Not all compounds are listed; the hit share may differ from the screen's.
